# Screening data from PubChem BioAssay.
# HDAC3 inh: HDAC3 deacetylase inhibitors, primary screen, biochemical, fluorescence, cell-free homogeneous | Histone deacetylase 3 (Homo sapiens), O15379 | 320,000 tested, 0.15% active | AID 2718, 2010 | inhibition, % at 8.3 µM | recombinant HDAC3, fluorogenic peptide/trypsin coupled; in the data active means inhibition above about 26%, passing the limit was not always enough
# Target sequence (O15379 whole entry, looked up): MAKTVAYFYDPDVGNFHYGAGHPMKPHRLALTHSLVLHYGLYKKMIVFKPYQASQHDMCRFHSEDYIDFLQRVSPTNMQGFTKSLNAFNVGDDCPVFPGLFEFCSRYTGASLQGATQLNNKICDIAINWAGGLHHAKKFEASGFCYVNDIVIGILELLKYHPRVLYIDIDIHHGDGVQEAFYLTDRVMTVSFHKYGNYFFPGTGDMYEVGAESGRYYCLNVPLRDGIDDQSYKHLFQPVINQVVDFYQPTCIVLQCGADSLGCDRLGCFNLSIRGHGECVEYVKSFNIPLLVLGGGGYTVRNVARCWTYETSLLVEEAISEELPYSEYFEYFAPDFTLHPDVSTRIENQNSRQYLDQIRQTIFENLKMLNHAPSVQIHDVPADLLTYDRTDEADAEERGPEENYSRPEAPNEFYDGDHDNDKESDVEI
# Numbers without * were called inactive. This is a subset; count on the stated rates, not on these rows.
SMILES,HDAC3 inh
C[C@@H]1COC(=O)[C@@H](NC(=O)OCC2c3ccccc3-c3ccccc32)C/C=C\C[C@@H](CC(=O)N(CCO)Cc2ccccc2)C(=O)N1,8
O=C(Cc1ccc([N+](=O)[O-])cc1)Nc1cccc(C(=O)N2CCOCC2)c1,0
Cc1noc(C)c1S(=O)(=O)Nc1ccc2c(c1)C(=O)N([C@H](C)CO)C[C@@H](C)[C@@H](CN(C)Cc1ccc3c(c1)OCO3)O2,9
O=C(Nc1nnc(C2CC2)s1)C1CCCCC1,1
C=CCC[C@@H](Cc1ccc(F)cc1)C(=O)OC[C@H](C)NC(=O)[C@@H](CC=C)CC(=O)N[C@@H](CO)Cc1ccccc1,6
CC(C)COc1cccc(C(=O)N(C)CC(=O)Nc2cccc3ccccc23)c1,8
CN(CC1COc2ccccc2O1)C(=O)c1cccc(S(=O)(=O)N2CCCC2)c1 (stereo not drawn),-4
C[C@@H]1CN([C@@H](C)CO)C(=O)c2cc(NC(=O)C3CC3)ccc2O[C@@H]1CN(C)C(=O)NC1CCCCC1,1
Cc1c2ccccc2c(C)c2c1ccc1ccccc12,-2
COC(=O)C1=C(C)N(Cc2ccccc2)C(=NCc2cc(OC)c(OC)c(OC)c2)N[C@H]1CCc1ccccc1,6
CCC(C)Sc1ccc(-c2nc3ccc(Cl)cn3c2NCc2ccccc2)cc1 (stereo not drawn),-13
CN1CCN(CC(C)(C)NS(=O)(=O)c2ccccc2)CC1,0
COc1ccc(-c2nn(Cc3ccccc3)cc2C(=O)N2CCN(c3ncccn3)CC2)cc1,3
COc1ccccc1C(=O)NC(=O)CSc1nnnn1C,4
Cc1ccccc1OCC(=O)NNC(=O)c1ccoc1C,5
COc1cccc(NC(=O)c2cccc(Cl)c2)c1,4
CCCCC1(c2ccc(F)cc2)NC(=O)N(CC(=O)Nc2ccc(N3CCOCC3)cc2)C1=O (stereo not drawn),-6
O=C(/C=C/c1ccc(F)cc1)Nc1cccc(S(=O)(=O)N2CCOCC2)c1,5
C[C@H](CO)N1C[C@H](C)[C@@H](CN(C)Cc2ccc(C(=O)O)cc2)Oc2c(NS(=O)(=O)c3ccc(F)cc3)cccc2C1=O,-1
Cc1cccc(N(Cc2ccccc2)C(=O)C2CCN(C(=O)c3ccccc3C)CC2)c1,-2
C[C@@H]1CC[C@]2(C(=O)O)CC[C@]3(C)C(=CCC4[C@@]5(C)CC[C@H](O)[C@@](C)(C(=O)O)C5CC[C@]43C)C2[C@]1(C)O (stereo partly drawn),3
CCN(CC)S(=O)(=O)c1cc(NC(=O)CCc2c(C)noc2C)ccc1C,2
CCCN(C(=O)COC(=O)c1nc2nc(C)cc(C)n2n1)C1CCS(=O)(=O)C1 (stereo not drawn),1
OCC[C@H]1C[C@@H](O)[C@H](O)[C@]2(CCc3ccccc3CO2)O1,2
Cc1ccc(CNC(=O)c2cc(S(=O)(=O)N3CCCCC3)ccc2N2CCOCC2)cc1,3
Cc1ccc(C)c(NC(=O)COC(=O)c2c(C)nn(-c3ccccc3)c2C)c1,4
Cc1nnc(SCC(=O)NCC2CCCO2)n1Cc1ccccc1 (stereo not drawn),-1
COc1ccc(NC(=O)COC(=O)C23CC4CC(CC(NC(C)=O)(C4)C2)C3)cc1S(=O)(=O)N1CCOCC1,5
Cc1ccc(-c2nnc(SCC(=O)NC3CCCC3)n2N)cc1,0
CN(CC(=O)NCCc1ccc(S(N)(=O)=O)cc1)CC(=O)Nc1ccccc1C(F)(F)F,-1
CC(OC(=O)c1ccccc1NCCO)C(=O)Nc1ccnn1C(C)C (stereo not drawn),-29
COc1ccc(NC(=O)CSCC(=O)N2CCN(C(=O)c3ccco3)CC2)cc1,-3
COC(=O)[C@]1(Cc2ccccc2)N[C@H](CN(C)C(=O)COc2ccccc2)[C@@H]2C(=O)N(Cc3ccccc3)C(=O)[C@@H]21,6
CC1CCCCC12NC(=O)N(CC(=O)Nc1sccc1C(N)=O)C2=O (stereo not drawn),0
O=C(NC(=S)N1CCCC(O)C1)c1ccco1 (stereo not drawn),1
COc1ccc(CNC(=O)COC(=O)c2ccc(C)c(S(=O)(=O)N3CCOCC3)c2)cc1OC,4
O=C(Nc1ccccc1N1CCOCC1)c1cc(=O)[nH]c2ccccc12,3
Cc1cc(C(=O)OCC(=O)NCc2ccc(F)cc2)c2ccccc2n1,3
O=C(NNC(=O)c1ccc(Br)o1)c1csc(N2CCOCC2)n1,1
CC(C)C[C@H]1CN=C(Nc2ccccc2)N1CCc1cccc(F)c1,3
COc1ccccc1NC(=O)c1ccc(NC(=O)C2CC2C)cc1 (stereo not drawn),-5
COc1ccccc1OCc1ccc(C(=O)NCC2CCCO2)cc1 (stereo not drawn),-4
O=C(CN1C(=O)NC2(CCCCC2)C1=O)Nc1ccc(N2CCCCC2)cc1,2
O=C(COC(=O)c1cnccn1)Nc1ncc(C(F)(F)F)cc1Cl,1
CCCC(C(=O)NNC(=O)c1ccncc1)c1ccccc1 (stereo not drawn),-6
COc1cc(C#N)ccc1OCC(=O)NCCC1=CCCCC1,-1
CC(C)(C)C1N=C(c2ccc3ccccc3c2)OC1=O (stereo not drawn),1
Cc1ccc(C(C)(C)C)cc1S(=O)(=O)Nc1ncnc2sccc12,1
C#CCOCCOCCOCCNc1nc(N2CCN(C(=O)CCCCCCCCCCNC(=O)Cn3cc(CCCCCN)nn3)CC2)nc(N2CCN(C(=O)CCCCCCCCCCNC(=O)[C@@H](CCC(=O)O)n3cc(CCCCCN)nn3)CC2)n1,12
Cc1ccc(NC(=O)COC(=O)c2ccc(-n3nc(C)cc3C)cc2)c(F)c1,3
# Further structures:
SMILES,HDAC3 inh
NNC(=O)c1n[nH]c2c1CC(C1CCCCC1)CC2 (stereo not drawn),8
O=C1Cc2cc(S(=O)(=O)Nc3ccc(N4CCOCC4)cc3)ccc2N1,0
O=C(C1CN(C(=O)c2cc3cc(Cl)ccc3o2)c2ccccc2O1)N1CCCCC1 (stereo not drawn),1
Cc1ccsc1C(=O)OCC(=O)c1ccc(OC(F)F)cc1,7
O=C(CSc1cc(Cl)ccc1Cl)NC1CC1,-1
COc1ccc(NC(=O)CN2C(=O)NC(CC(C)C)C2=O)cc1S(=O)(=O)N1CCOCC1 (stereo not drawn),1
COc1ccc(OC)c(NC(=O)CN2C(=O)C(=O)N(Cc3ccccc3)C2=O)c1,2
COc1cc(C=NNC(=O)c2ccccc2NS(=O)(=O)c2cccs2)cc(OC)c1O,-3
O=C(OCC(=O)c1ccc[nH]1)c1ccc(F)c(S(=O)(=O)N2CCOCC2)c1,-1
COc1ccccc1-c1noc(COC(=O)c2ccc(Br)o2)n1,-4
COc1ccc(CC(=O)OCC(=O)Nc2ccc(Cl)cc2C)cc1,10
CN(Cc1ccccc1)C(=O)c1[nH]cnc1C(=O)Nc1ccc(Cl)cc1,15
Cc1cccc(NC(=O)COC(=O)CCc2c[nH]c3ccccc23)c1C,0
Cc1ccc(NC(=O)c2nc3nccc(C)n3n2)cc1S(=O)(=O)N1CCCCC1,0
Cc1nn(CC(=O)Nc2ccc3c(c2)CCC3)c(C)c1[N+](=O)[O-],1
Cc1cccc(Nc2nnc(SCC(=O)NC(=O)CN3CCCC3=O)s2)c1,-5
CCN(C(=O)COc1ccc(F)cc1Br)c1c(N)n(Cc2ccccc2)c(=O)[nH]c1=O,-4
O=C(CN1CCN(C(C(=O)Nc2ccc(F)cc2)c2ccccc2)CC1)NC1CC1 (stereo not drawn),0
CCN1C(=O)[C@H]2[C@@H](c3ccc(-c4cc(C(C)=O)cs4)cc3)N3CCCC[C@@]3(C(=O)OC)[C@H]2C1=O,3
CC1(C)CC[C@]2(C(=O)O)CC[C@]3(C)C(=CC[C@@H]4[C@@]5(C)CC[C@H](O[C@@H]6O[C@H](C(=O)O)[C@@H](O)[C@H](O[C@@H]7OC[C@H](O)[C@H](O)[C@H]7O)[C@H]6O)C(C)(C)[C@@H]5CC[C@]43C)[C@@H]2C1,6
CCOC(=O)C1=C(CC)Nc2ccccc2N=C1NC(=O)c1cc(C)on1,-9
CC1(c2ccc(OC(F)F)cc2)NC(=O)N(CC(=O)N2c3ccccc3NC(=O)C2(C)C)C1=O (stereo not drawn),3
Cc1csc(CNc2ncnc3ccc(-c4cccnc4)cc23)c1,6
CCN(c1ccccc1)S(=O)(=O)c1ccc(C(=O)N(C)Cc2cccs2)cc1,2
CC(=O)C[C@H](O)CC(=O)[C@H]1OC(=O)CC/C=C\Cc2ccccc21,-1
O=S(=O)(c1ccc2ccccc2c1)N1CCN(S(=O)(=O)c2c(F)cccc2F)CC1,-3
Cc1ccc(NC(=O)c2ccc3c(c2)C(=O)N(c2ccccc2C)C3=O)nc1,-1
O=C(CSc1nc2nn(-c3ccccc3)c(=O)c-2c2n1CCCCC2)Nc1ccc(F)cc1F,-3
CC(C)(C)OC(=O)NCCCCCNC(=O)c1nc[nH]c1C(=O)NCC(=O)OCc1ccccc1,1
O=C(Cn1c(=O)cnc2ccccc21)NNC(=O)c1ccc(Cl)cc1,0
COc1ccccc1CN(C)C(=O)CSCC(=O)Nc1ccccc1F,-3
CN(C)C(CNC(=O)c1cc2ccccc2o1)c1ccco1 (stereo not drawn),-13
CCOC(=O)c1ccc(-c2c(-c3ccccc3OC)oc3ccccc23)cc1F,-6
O=C(Nc1cc(C(F)(F)F)ccc1N1CCOCC1)C1CCCO1 (stereo not drawn),-9
O=C(NCCO)c1nc(C(=O)c2ccccc2)c2ccccc2n1,1
COC(=O)[C@H]1[C@H]2C[C@@H]3c4[nH]c5cc(OC)ccc5c4CCN3C[C@H]2C[C@@H](OC(=O)c2cc(OC)c(OC)c(OC)c2)[C@@H]1OC,9
O=C(CCC(=O)c1cccs1)NCc1ccccc1Cl,3
O=C(OCC(=O)c1ccc[nH]1)c1ccc([N+](=O)[O-])cc1,-1
CN(C(=O)c1ccc(NC(=O)Cc2ccc(NC(=O)C3CCCN(C(=O)CCc4ccccc4)C3)cc2)cc1)C1CC1 (stereo not drawn),8
C=CC[C@@H](CC(=O)N[C@H](CO)Cc1ccccc1)C(=O)NCCOC(=O)[C@@H](CC=C)Cc1ccc(F)cc1,9
CCc1ccc(OCC(=O)NCCc2ccc3c(c2)OCCO3)cc1,3
C=CC[C@H](CC(=O)NCCO)C(=O)N[C@@H](COC(=O)[C@@H](CC=C)Cc1ccc(F)cc1)Cc1c[nH]c2ccccc12,10
COc1ccc(C2=Nn3c(nnc3-c3ccccc3OC)SC2)cc1OC1CCCC1,15
Cc1cccc(-c2oc3ccc(-c4ccc5c(c4)OCO5)cc3c2C#Cc2cncn2C)c1,-1
Cc1ccc(-n2nnnc2SCC(=O)c2c(N)n(C3CC3)c(=O)[nH]c2=O)cc1,-10
CSCCC(NC(=O)c1cccc(S(=O)(=O)N2CCOCC2)c1)c1nc2ccccc2[nH]1 (stereo not drawn),4
CCCCCCNC(=O)N[C@H](C(=O)NCCC[C@H]1CN2C(=NC[C@H]2C)N1CCC(c1ccccc1)c1ccccc1)C(C)O (stereo partly drawn),9
CC[C@H](C)[C@@H](C(=O)NCCCCCCCCCCC(=O)N1CCN(C(=O)OC(C)(C)C)CC1)n1cc(CCCCCNC(=O)OC(C)(C)C)nn1,7
CCOc1ccc(NC(=O)COC(=O)CNC(=O)c2ccc(-c3ccccc3)cc2)cc1,4
CCC(CO)Oc1cc(NC(=O)c2cccc(Cl)c2)c2ncn(C(C)C)c2c1 (stereo not drawn),-5
# Going on with the list.
SMILES,HDAC3 inh
Cc1ccc(C)c(OCCC(=O)Nc2cccc(S(=O)(=O)NC3=NCCCCC3)c2)c1,0
CC(Sc1nnc(C(C)Oc2ccccc2F)o1)C(=O)NCc1ccc2c(c1)OCO2 (stereo not drawn),11
COc1ccc(C)cc1NC(=O)/C=C/c1ccc(OC)c(S(=O)(=O)N2CCOCC2)c1,3
O=C(NC(=S)Nc1cccc(O)c1)C1CCCCC1,2
CCOc1ccccc1N1CCN(C(=O)[C@@H]2CCCN2C2=NS(=O)(=O)c3ccccc32)CC1,-2
OC(c1cc(C(F)(F)F)nc2c(C(F)(F)F)cccc12)C1CCCCN1 (stereo not drawn),2
CCN(CC(=O)NCc1cccs1)S(=O)(=O)c1cc(NC(C)=O)ccc1OC,-5
CCOC(=O)C1CCN(C(=O)c2cccc(S(=O)(=O)NCc3ccccc3)c2)CC1,2
Cc1noc(NS(=O)(=O)c2ccc(NC(=O)c3cccc(S(=O)(=O)Nc4ccccc4F)c3)cc2)c1C,-4
Cc1cc(Cl)ccc1NC(=O)CN1C(=O)C(=O)N(C2CCCC2)C1=O,-1
OCC[C@H]1C[C@@H](O)[C@H](O)[C@]2(Cc3ccccc3CO2)O1,-3
O=C(CCNS(=O)(=O)c1ccc(Br)cc1)NC1CCC(O)CC1 (stereo not drawn),-6
